# Screening results as filed in PubChem.
# PTAP TSG101 blk: blocks PTAP/TSG101 interaction to inhibit HIV-1 budding. Q99816. Fluorescence polarization, FITC-PTAP peptide / Tsg101 binding. Potency, µM (top dose mostly 115 µM), without a hit: top-dose activity change, negative = inhibition, actives largely listed as inhibitors. 340,000 tested, under 10 active. AID 493005; active = well fitted inhibition curve with a large enough effect in the main read-out, with a control signal flat, not every such curve was filed as active; inconclusive = small, poorly fitted or top-dose-only effect, or effect the other way, or a change in a side signal; inactive = no such curve, though single readings can be large or run the other way; also: potency is read from the fitted curve at half-maximal effect; % of control where 0% means no effect
#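 Fluorescence polarization binding of Tsg101 binding domain (10 uM final) to FITC-labeled PTAP peptide (50 nM final) in HEPES pH 7.5 buffer with NaCl, Tween 20, EDTA, TCEP. Compounds added before peptide; binding 20 min at RT.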
# Menin MLL FP TR: displaces Texas Red mutant MLL peptide from human menin | 270,000 tested, 0.23% active | AID 1768 | Menin + Texas Red MLL mutant peptide, fluorescence polarization | Potency, µM (top dose mostly 61.6 µM), for the others: at the top dose FP activity change, negative = inhibition, most hits filed as inhibitors | O00255; active = well fitted inhibition curve with a large enough effect in the polarisation, with a control signal flat, not every such curve was filed as active; inconclusive = small, poorly fitted or top-dose-only effect, or effect the other way, or a change in a side signal; inactive = no such curve, though single readings can be large or run the other way; the % refers to the polarisation; also: potency is read from the fitted curve at half-maximal effect; % of control where 0% means no effect; many of its hits are not listed in these tables
# Chronic BCR inh: blocks chronic active B-cell receptor signaling; Potency, µM (series often up to 46.1 µM), for inactives: at the top dose ratio change, negative = lower green/red ratio, actives largely listed as inhibitors; AID 493014; 340,000 tested, 0.05% active; ABC-DLBCL IkBa-CBG/CBR reporter, luminescence ratio, 4 h; active = well fitted inhibition curve with a large enough effect in the signal ratio, with a control signal flat, not every such curve was filed as active; inconclusive = small, poorly fitted or top-dose-only effect, or effect the other way, or a change in a side signal; the % refers to the signal ratio;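 also: potency is read from the fitted curve at half-maximal effect; plate controls were basal doxycycline-induced cells for no effect and cells given 10 µM MG132 for full effect; MG132 reads +100%, hits lower the ratio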
#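 TMD8 human ABC-DLBCL cells with doxycycline-inducible IκBα–green luciferase fusion and unfused red luciferase, in 0.5% FBS medium; compounds up to 46 uM, 4 h at 37C. Green/red luminescence ratio, filter-overlap corrected, fitted to concentration-response curves.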
# B2AR arrestin: agonists driving beta-arrestin recruitment to human beta2-adrenergic receptor; beta-arrestin recruitment to beta2AR, cell-based reporter; Potency, µM (titrated, usually from 46.1 µM), for inactives: at the top dose activation, usual class: activators; 330,000 tested, 0.02% active; AID 492947;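 also: potency is read from the fitted curve at half-maximal effect; 0% = DMSO controls and full agonism = EC100 isoproterenol or metaproterenol; nearly all actives have a fitted effect of over 65% in size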
# Target sequence (P07550 whole entry, looked up): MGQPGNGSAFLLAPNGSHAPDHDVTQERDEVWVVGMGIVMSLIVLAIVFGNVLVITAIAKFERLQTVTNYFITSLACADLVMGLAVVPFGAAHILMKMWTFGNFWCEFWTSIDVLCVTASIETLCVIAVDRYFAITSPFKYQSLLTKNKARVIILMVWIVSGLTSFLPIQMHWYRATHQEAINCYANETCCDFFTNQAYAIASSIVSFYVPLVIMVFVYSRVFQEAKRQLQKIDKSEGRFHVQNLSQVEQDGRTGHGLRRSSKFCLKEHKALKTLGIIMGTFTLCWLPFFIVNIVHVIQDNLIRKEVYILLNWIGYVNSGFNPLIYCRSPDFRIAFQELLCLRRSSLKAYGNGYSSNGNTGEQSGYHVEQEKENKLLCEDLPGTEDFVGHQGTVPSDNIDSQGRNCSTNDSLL
# Tb PFK inh: T. brucei PFK enzyme inhibition | 330,000 tested, 0.17% active | O15648 | T. brucei PFK, ADP-Glo luminescence | AID 485367 | Potency, µM (highest dose often 57.5 µM), for the others: at the top dose activity, negative = inhibition, actives largely listed as inhibitors;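 also: potency is read from the fitted curve at half-maximal effect; 0% = uninhibited 1x PFK enzyme wells and -100% = no-enzyme wells; nearly all actives have a fitted effect of over 60% in size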
#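 1.25 nM PFK with 0.5 mM F6P and 0.1 mM ATP in 0.1 M TEA pH 8.0, 5 mM MgCl2, incubated 45 min at room temperature; ADP measured by ADP-Glo luminescence; compounds titrated up to 57 uM.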
# Integrin act MD: activators of alpha7 integrin expression for muscular dystrophy | alpha7betagal myoblasts, beta-gal FDG fluorescence, 48 h | Potency, µM (highest dose often 38.3 µM), for the others: at the top dose activation, actives largely listed as activators | 350,000 tested, 0.064% active;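 also: potency is read from the fitted curve at half-maximal effect; 100% = response of the positive control SU9516; nearly all actives have a fitted effect of over 60% in size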
#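 alpha7betagal+/- myoblasts (passage 13, 250/well) treated 48 h at 37C with compounds at 1:260 dilution of DMSO stock. Lysed, then beta-galactosidase activity read as FDG fluorescence (ex 480/em 540) after 30 min, with pre-read for autofluorescence.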
# ASM inhibitor: inhibitors of human secretory acid sphingomyelinase; P17405; placental ASM, HMU-PC fluorogenic substrate, 60 min; Potency, µM (top dose mostly 57.5 µM), for the others: at the highest dose activity change, negative = inhibition, actives largely listed as inhibitors; 340,000 tested, 0.006% active; AID 504937; also: potency is read from the fitted curve at half-maximal effect
#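 HMU-PC0 cleavage (9 uM final) by human placental ASM, 60 min at 37 °C following 10 min compound exposure at RT; stopped at pH 10, fluorescence Ex 386/Em 447 nm.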
# GALK inhibitor: galactokinase (human) inhibition; Purified GALK, Kinase-Glo residual ATP luminescence; Potency, µM (doses to about 57.5 µM), without a hit: at the highest dose activity change, negative = inhibition, actives largely listed as inhibitors; 270,000 tested, 0.007% active; P51570; also: potency is read from the fitted curve at half-maximal effect; % is scaled to controls: 0 for no effect and ±100 for the full control effect
#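 ATP-depletion format; final 35 uM ATP, 100 uM D-galactose, 5 nM enzyme; pH 8.0 HEPES/Mg2+ buffer; 60 min RT; luminescence read 10 min after detection reagent.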
# Coupling enz: counter-screen for Giardia aldolase inhibitors: coupling enzyme system | activity change, negative = inhibition, % at 58.2 µM, hits read low | coupling enzyme system counterscreen, AmpLite Red fluorescence | 290,000 tested, 0.67% active; in the data active = activity change below about -30%; also: % is scaled to controls: 0 for no effect and ±100 for the full control effect
#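 Coupling enzymes only (glyceraldehyde-3-phosphate) + compound, at 57.5 uM final, 10 min RT; add substrate/coupling/AmpLite Red mix, 20 min RT; fluorescence ex 525/em 598 nm. Actives flag coupling-system interference.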
# PKM2 act: activators of human pyruvate kinase M2; P14618; purified PKM2, Kinase-Glo ATP luminescence, activation; response scale: 0% is enzyme alone, no compound; Potency, µM (top dose mostly 57.5 µM), inactives show at the top dose activation, actives largely listed as activators; 260,000 tested, 0.34% active; AID 1631; also: potency is read from the fitted curve at half-maximal effect; % is scaled to controls: 0 for no effect and ±100 for the full control effect; nearly all actives have a fitted effect of over 55% in size
# Target sequence (P14618 whole entry, looked up): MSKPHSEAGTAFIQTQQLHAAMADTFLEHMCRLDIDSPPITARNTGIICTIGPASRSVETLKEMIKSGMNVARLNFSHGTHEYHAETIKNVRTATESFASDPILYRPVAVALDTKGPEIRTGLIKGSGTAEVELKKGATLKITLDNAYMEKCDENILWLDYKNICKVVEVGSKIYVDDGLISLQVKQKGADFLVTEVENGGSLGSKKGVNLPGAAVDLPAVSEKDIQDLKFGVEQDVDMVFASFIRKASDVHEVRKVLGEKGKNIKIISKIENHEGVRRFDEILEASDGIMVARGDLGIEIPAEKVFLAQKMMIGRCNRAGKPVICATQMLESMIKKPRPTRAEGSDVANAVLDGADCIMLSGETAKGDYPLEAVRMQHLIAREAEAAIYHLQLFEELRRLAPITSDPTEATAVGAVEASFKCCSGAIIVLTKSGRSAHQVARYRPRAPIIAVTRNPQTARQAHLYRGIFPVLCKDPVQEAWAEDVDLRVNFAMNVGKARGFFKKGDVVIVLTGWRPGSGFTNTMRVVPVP
#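 hPK-M2, >95% pure; 0.1 mM ADP / 0.5 mM PEP final; imidazole pH7.2 buffer w/ 7 mM MgCl2, 50 mM KCl; 1 h RT; Kinase-Glo lum. Intermediate enzyme activity for dual inhibitor/activator qHTS.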
# Giardia killer: kills Giardia lamblia; 340,000 tested, 0.15% active; activity change, % at 7.66 µM, hits read low; Giardia lamblia trophozoite viability; AID 540267; in the data active = activity change below about -80%; inconclusive = between about -30% and that limit;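 also: parasites exposed to compound for two days anaerobically before the ATP read; % is scaled to controls: 0 for no effect and ±100 for the full control effect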
#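 Trophozoite viability was measured as ATP-dependent luminescence, read 15-30 min after reagent addition. Before that, parasites at 100 cells/well were exposed to compounds for 48 h, anaerobically, at 37 deg C.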
# An asterisk follows results filed as active; i = inactive; ? = inconclusive; nt = no result given; [ ] = dose if it differs, or a comment. Unless noted, calls follow the shape of the dose curve; as a rule, active = well fitted curve in the direction sought with a large enough effect; inconclusive = small, poorly fitted or top-dose-only effect, or another doubt; inactive = no such curve, though single readings can be large; an effect the other way counts as inactive or inconclusive.
structure	PTAP TSG101 blk	Menin MLL FP TR	Chronic BCR inh	B2AR arrestin	Tb PFK inh	Integrin act MD	ASM inhibitor	GALK inhibitor	Coupling enz	PKM2 act	Giardia killer
CN(CC(=O)Nc1ccccc1Cl)C(=O)COC(=O)C1CCN(c2ccc(C(F)(F)F)cn2)CC1	-4%	nt	-13%	0.6%	-6%	-5%	-6%	nt	nt	nt	5
Cn1nc(C(=O)N2CCCCC2)c2c1-c1ccccc1S(=O)(=O)C2	0%	-7%	-3%	-0.4%	-4%	2%	2%	7%	1	6%[0.46 µM]	?
CC(=O)N1CCN(c2ccc(NCc3ccc4c(c3)OCO4)cc2)CC1	-7%	?	-4%	-0.1%	4%	-13%	2%	0%	-33*	-25%	-10
COc1ccc(CNC(=O)Cn2nc(C)c3c(C)n(-c4ccc(C)cc4)nc3c2=O)cc1OC	-2%	nt	3%	0.1%	5%	-27%	-2%	5%	nt	nt	18
O=C(NCc1cccc(F)c1F)C1CCC(=O)N(C2CCCCCC2)C1 (stereo not drawn)	0%	nt	-1%	-0.3%	-11%	-7%	0%	2%	nt	-7%	1
Cc1ccc(S(=O)(=O)Cc2ccc(C(=O)NC3CCCC3)o2)cc1	-1%	-14%	0%	-1.0%	2%	-4%	0%	1%	-3	nt	-16
CCN1C(=O)N[C@@H](CCc2ccccc2)[C@H](C(C)=O)[C@H]1C	nt	2%[11.7 µM]	nt	nt	nt	21%	1%	nt	-1	-5%[11.5 µM]	7
COc1ccc(C2C(C#N)=C(N)OC3=C2C(=O)CC(C)(C)C3)cc1 (stereo not drawn)	0%	7%	0%	0.1%	-1%	3%	0%	-1%	0	7%	6
C=CCC(=O)N1CCCC(CCC(=O)NCc2ccccc2F)C1 (stereo not drawn)	-1%	0%	-25%	-1.2%	1%	?	-2%	0%	-1	?	13
S=c1[nH]nc(Cn2nnc3ccccc32)n1-c1ccccc1	1%	9%	-1%	-0.9%	0%	13%	2%	3%	3	4%	3
Cc1ccc(N2CCN(C(=O)C3CCCN(c4ncnc5c4nc4n5CCCCC4)C3)CC2)c(C)c1 (stereo not drawn)	-7%	nt	-2%	-0.3%	2%	23%	-8%	-10%	nt	nt	-16
C/C(=N\OCC(=O)N/N=C/c1ccc(C)cc1O)c1cccs1	-3%	?	1%	0.6%	1%	-32%	64%[activator]	-4%	-1	-4%	-10
CCOc1ccc(NC(=O)NC2CCS(=O)(=O)C2)cc1 (stereo not drawn)	-2%	11%	-3%	-0.2%	-6%	3%	0%	6%	0	nt	16
COC(=O)c1[nH]c(C)c(/C(O)=C2\C(=O)C(=O)N(CCN(C)C)C2c2ccco2)c1C (stereo not drawn)	0%	-2%	15%	-0.4%	0%	-7%	-2%	0%	-5	-20%	-1
O=C(O)CCC(NC(=O)C(Cc1ccc2c(c1)OCO2)NC(=O)c1ccccc1)C(=O)O (stereo not drawn)	nt	-2%	10%	-0.2%	-2%	nt	nt	2%	4	3%	nt

# Only Tb PFK inh and PKM2 act (2 entries from above):
structure | Tb PFK inh | PKM2 act
COC(=O)c1[nH]c(C)c(/C(O)=C2\C(=O)C(=O)N(CCN(C)C)C2c2ccco2)c1C (stereo not drawn) | 0% | -20%
C/C(=N\OCC(=O)N/N=C/c1ccc(C)cc1O)c1cccs1 | 1% | -4%

# More records.
structure	PTAP TSG101 blk	Menin MLL FP TR	Chronic BCR inh	B2AR arrestin	Tb PFK inh	Integrin act MD	ASM inhibitor	GALK inhibitor	Coupling enz	PKM2 act	Giardia killer
CCc1cc(=O)oc2cc(C)cc(OCC(=O)NC3CC3)c12	0%	-13%	0%	-0.8%	0%	-14%	-1%	-1%	-3	3%	-13
OC(c1cccnc1)c1cccs1 (stereo not drawn)	-8%	1%	4%	0.1%	-2%	11%	0%	7%	4	0%	14
Cc1ccc(C(=O)C[n+]2ccc3ccccc3c2)cc1	-2%	-4%	?	0.2%	11%	-48%[inhibitor]	-2%	-1%	-1	3%	2
CCOC(=O)/C(C#N)=C1/SC(CC)C(=O)N1c1ccc(C)cc1 (stereo not drawn)	-2%	-21%	0%	-0.1%	-4%	9%	0%	-2%	1	2%	-7
CC(C)C(NC(=O)c1ccc(C(C)(C)C)cc1)C(=O)N1CCCC1 (stereo not drawn)	0%	-15%	-17%	0.1%	1%	-8%	5%	-1%	-4	-3%	10
O=C(Nc1cccnc1Cl)c1cc2c(s1)-c1ccccc1OC2	0%	35%[activator]	?	0.0%	4%	-11%	i	-1%	-3	nt	15
O=C(CCl)NCc1cc(-c2ccc(Cl)cc2)no1	-1%	15%	?	-0.2%	-2%	-78%[inhibitor]	0%	-1%	0	0%	-10
COc1ccc(C2CC(=O)C3=C(C2)Nc2ccccc2N(C(=O)CCC(=O)O)C3c2ccc(F)cc2)cc1 (stereo not drawn)	3%	nt	7%	0.3%	-2%	18%	4%	3%	12	-10%	?
COc1ccc(-n2c(SCC(=O)N3CCCCC3)nc3ccccc3c2=O)cc1	-3%	?	-2%	0.3%	1%	-29%	19%	-1%	2	nt	-5
O=C(NCCc1c[nH]c2ccccc12)c1cc2sccc2n1Cc1ccccc1	-5%	?	22%	0.4%	4%	-16%	-4%	0%	-4	-3%	13
Cc1ccc(C(=O)OCn2ncc(Cl)c(Cl)c2=O)cc1	-8%	65%[activator]	?	-0.4%	-4%	-67%[inhibitor]	-4%	-10%	0	?	10
CC1CCCCC1NC(=O)/C(C#N)=C/c1ccccc1F (stereo not drawn)	-2%	2%	?	-0.5%	0%	-67%	-2%	0%	0	-12%	12
COC(=O)C(C)(C)ONC(=O)Nc1ccccc1[N+](=O)[O-]	-3%	0%	?	-0.1%	-4%	-19%	-2%	8%	4	5%	7
Cc1noc(C)c1CSc1ncnc2sc3c(c12)CCC3	nt	-6%	?	-0.7%	-2%	nt	nt	4%	2	-23%	nt
Cc1cc(C(=O)COC(=O)C2CC2)c(C)n1-c1ccc(F)cc1	0%	-24%	-1%	0.1%	-2%	13%	0%	-7%	-7	-11%	0
Cc1ccccc1NC(=S)Nc1ccc2cn[nH]c2c1	1%	4%	?	-0.9%	1%	-1%	1%	5%	-5	-1%	-6
CCOC(=O)c1c(NC(=O)Cn2nc(C(=O)O)c3ccccc3c2=O)sc(C)c1C	-2%	nt	-7%	0.3%	1%	4%	-7%	-5%	-2	0%	-8
COc1ccc(C(=O)OCC(=O)NC23CC4CC(CC(C4)C2)C3)c(OC)c1OC	-4%	nt	0%	0.1%	-9%	0%	0%	nt	nt	nt	3
COCc1cc(C)nc(SCC(=O)Nc2ccc3[nH]c(=O)[nH]c3c2)c1C#N	-5%	5%	-12%	-1.2%	0%	5%	1%	8%	-1	1%	0
c1cc2c(cc1-c1csc(NNC3=NCCCCC3)n1)OCCO2	-1%	-9%	?	0.6%	?	-7%	-3%	-1%	0	0%	3
Cn1c(SCc2nc3cc(C(=O)O)ccc3c(=O)[nH]2)nnc1C(F)(F)F	-6%	-3%	6%	0.2%	3%	-22%	9%	1%	3	5%	-18
Cc1ccc(/C=C/C(=O)O)cc1S(=O)(=O)Nc1ccc2c(c1)OCO2	3%	?	-20%	-0.4%	7%	-5%	2%	5%	0	11%	-24
CCCCCCNS(=O)(=O)c1ccc(Cl)s1	-1%	33%[activator]	?	0.1%	24%	-47%[inhibitor]	-8%	0%	-2	-1%	6
O=C(NNC(=O)c1ccccc1C(=O)O)c1ccc(S(=O)(=O)N2CCCCC2)cc1	-1%	?	-3%	0.0%	1%	19%	5%	10%	3	3%	3
CN1CCN(S(=O)(=O)c2ccc(Oc3cccc(C(F)(F)F)c3)nc2)CC1	-4%	nt	-2%	-0.1%	-1%	0%	-2%	nt	nt	nt	-5

# This is a subset. The share of hits here may be higher or lower than overall.
